# NCI-60 one-dose screen, 48 h, at 10 µM unless noted. Numbers give growth in % (100 = growth as untreated, 0 = no growth, -100 = all killed).
# OVCAR-5: OVCAR-5 ovarian cancer; hit rate 2.9% among 82,000
# UO-31: UO-31 renal cancer. AID 1794768. hit rate 5.2% among 81,000
# SK-OV-3: SK-OV-3 ovarian cancer cells. hit rate 3.2% among 80,000
# IGROV1: IGROV1 ovarian cancer; hit rate 4.7% among 79,000
# TK-10: TK-10 renal cancer cells; hit rate 3.9% among 81,000
# 786-0: 786-0 renal cancer cells | hit rate 5.1% among 81,000 | AID 1794775
# SN12C: SN12C renal cancer cells; hit rate 3.8% among 81,000; AID 1794767
# OVCAR-4: OVCAR-4 ovarian cancer cells; hit rate 3.7% among 80,000; AID 1794784
# An asterisk follows results filed as active; / = no result given. The calls were made as follows: active = growth percent below 10; inactive = the rest. Random draw from the library; about 8.7% have a hit in one of these screens.
1: O=C(O)C1C=Cc2ccccc21 (stereo not given)
2: CC1=NN(C(=O)CSc2nnc3n(Cc4ccccc4)c(=O)c4c(C)c(C(N)=O)sc4n23)C(=O)C1
3: CC(=O)n1nc(-c2ccc(O)cc2)cc1-c1cn(-c2ccccc2)nc1-c1ccc(O)cc1
4: COc1c(CNC(=O)CCl)cc2[nH]c(C)cc2c1CNC(=O)CCl
5: N#CCCNC(N)=O
6: CN1c2ccccc2S(=O)(=O)n2nc(CSc3nc4ccccc4s3)nc21
7: O=C(NCc1ccccc1)/C(=C/c1ccc2c(c1)OCO2)NC(=O)c1ccccc1
8: O=C1Nc2ccccc2/C1=C\c1ccccc1O

assay / entry	1	2	3	4	5	6	7	8
OVCAR-5	104	102	96	97	108	77	115	94
UO-31	74	69	60	61	81	76	87	51
SK-OV-3	102	98	97	70	112	94	112	95
IGROV1	104	115	84	34	105	92	106	18
TK-10	110	124	130	74	113	121	103	124
786-0	101	113	103	68	94	101	101	99
SN12C	96	96	97	54	103	97	105	92
OVCAR-4	/	104	88	45	118	92	114	81

# Given with values under each structure: part of the list above.
# Every second line gives: OVCAR-5	UO-31	SK-OV-3	IGROV1	TK-10	786-0	SN12C	OVCAR-4
(6) CN1c2ccccc2S(=O)(=O)n2nc(CSc3nc4ccccc4s3)nc21
→ 77	76	94	92	121	101	97	92
(2) CC1=NN(C(=O)CSc2nnc3n(Cc4ccccc4)c(=O)c4c(C)c(C(N)=O)sc4n23)C(=O)C1
→ 102	69	98	115	124	113	96	104
(7) O=C(NCc1ccccc1)/C(=C/c1ccc2c(c1)OCO2)NC(=O)c1ccccc1
→ 115	87	112	106	103	101	105	114

# Additional records follow.
9: CCCC1=C(C(=O)OCC)C(c2ccc3c(c2)OCO3)NC(=O)N1C (stereo not given)
10: C/C(=N/N)c1nnn(-c2ccc(Br)cc2)c1C
11: Cc1cc(=O)oc2cc(OCC(=O)Nc3ccc(C(=O)/C=C/c4ccccc4)cc3)ccc12
12: CN1CCN(c2ccc(Nc3nc(NCCNS(=O)(=O)c4ccc(Br)cc4)c4sccc4n3)cc2)CC1
13: CCCCCCCNc1nc(CO)ncc1-c1ccc(C(F)(F)F)cc1
14: CCCn1nc(C(=O)N(C)Cc2ccccc2)c2c1CCC(N1CCc3ccccc31)C2 (stereo not given)
15: O=[N+]([O-])c1ccco1
16: CC(Cc1ccccc1)N(C)C(=O)CN1C(=O)c2ccccc2C1=O (stereo not given)

assay / entry	9	10	11	12	13	14	15	16
OVCAR-5	89	93	101	110	100	92	103	105
UO-31	72	80	71	84	83	81	90	66
SK-OV-3	102	109	105	134	102	112	115	99
IGROV1	94	95	95	100	112	85	102	109
TK-10	96	98	97	136	144	105	112	116
786-0	97	103	100	84	107	95	109	99
SN12C	96	91	88	98	99	99	103	93
OVCAR-4	106	110	94	92	105	102	/	110

17: COc1cc(C(=O)Nc2cccc(C3CCc4c(cc(OC)c(OC)c4OC)O3)c2)cc(OC)c1OC (stereo not given)
18: CCOC(=O)/C=C\C(=O)NC(N)=O
19: O=C1C=CC(=O)N1C(=O)NC(NC(=O)N1C(=O)C=CC1=O)c1ccc2c(c1)OCO2
20: Cc1ccccc1NC(=O)Oc1c(Cl)c(Cl)c(Cl)c(Cl)c1Cl
21: CCCN1c2nc3ccccc3nc2SC1Nc1ccccc1 (stereo not given)
22: O=C(c1ccc(Cl)cc1)c1no[n+]([O-])c1C(=O)c1ccc(Cl)cc1
23: O=C1C(SCCO)=C(SCCO)C(=O)C(SCCO)=C1SCCO
24: Cc1cc(O)c2c(c1)C1OC(=O)CCCCN1C1=C2C(=O)c2cccc(OC3CC(O)C(O)C(C)O3)c2C1=O (stereo not given)

assay / entry	17	18	19	20	21	22	23	24
OVCAR-5	108	113	99	111	99	105	121	104
UO-31	53	91	87	72	95	-95*	99	97
SK-OV-3	94	96	122	72	/	105	120	78
IGROV1	68	104	109	95	98	-36*	/	96
TK-10	89	98	/	114	108	84	118	112
786-0	97	103	103	101	96	-35*	100	97
SN12C	92	103	94	101	97	86	104	105
OVCAR-4	79	120	92	101	105	92	98	105

25: CCOc1ccc(OCC(=O)O)cc1
26: C=CCn1c(SCC(=O)Nc2ccc(OC)cc2)nnc1-c1cc(-c2ccc(Cl)cc2)nc2ccccc12
27: O=C(O)C(O)CO (stereo not given)
28: O=c1oc2ccccc2cc1-c1csc(N2N=C(c3ccc(Cl)cc3)CC2c2ccc(Cl)cc2)n1 (stereo not given)
29: CC(C)CC(NC(=O)OCc1ccccc1)(C(=O)O)C(=O)O
30: Fc1ccc(Cc2nnc(NC(=S)Nc3ccccc3)s2)cc1
31: COc1ccc(-n2c(NC(=O)N3CCN(C)CC3)c(C#N)c3ccccc32)cc1
32: COc1ccc(C#Cc2cccc(C#CCCCCN3CCCCC3=O)c2)cc1

assay / entry	25	26	27	28	29	30	31	32
OVCAR-5	101	86	104	97	98	102	55	84
UO-31	91	56	81	80	102	90	-16*	72
SK-OV-3	104	84	103	106	81	108	55	107
IGROV1	116	79	113	103	111	112	34	85
TK-10	111	104	107	124	/	108	12	180
786-0	101	68	102	101	96	98	44	100
SN12C	102	74	96	102	102	102	23	92
OVCAR-4	114	69	99	92	113	109	43	97

33: Cc1ccccc1COc1ccc(-c2onc(C)c2-c2ccc(Cl)cc2)cc1
34: O=C1C(Cl)C(c2ccc(Cl)cc2Cl)N1n1cnnc1 (stereo not given)
35: Nc1sc2c(c1-c1nnc(-c3ccc(Br)cc3)o1)CCCC2
36: Cc1cc(C)c([I+]c2c(C)cc(C)cc2C)c(C)c1
37: COC(=O)c1ccc2c(c1)C(=O)N(c1ccc(C(=O)O)cc1)C2=O
38: O=C(C[n+]1cc(Br)cc(Br)c1)c1ccc2c(c1)CCCC2
39: COC(=O)C1([N+](=O)[O-])CC(c2ccccc2)ON(c2ccccc2)C1/C=C/c1ccccc1 (stereo not given)
40: C=CCn1ccc(=O)nc1SC

assay / entry	33	34	35	36	37	38	39	40
OVCAR-5	88	99	111	-7.3*	109	111	91	109
UO-31	72	78	81	-20*	86	88	77	89
SK-OV-3	59	85	89	-26*	109	88	107	105
IGROV1	53	89	99	-48*	106	106	66	120
TK-10	84	99	134	13	89	106	103	101
786-0	76	97	106	-90*	100	91	88	101
SN12C	68	103	101	-66*	98	100	76	104
OVCAR-4	83	98	103	-45*	99	99	68	106

41: Nc1c(C(=O)Nc2ccccc2Cl)sc2nc3c(cc12)CN(Cc1ccccc1)CC3
42: CN1CCC(=C2c3ccccc3C=Cc3ccccc32)CC1
43: CCOC(=O)c1cc(-c2ccc(Cl)cc2)n(-c2ccc(Cl)cc2Cl)c1C
44: NC(=S)N/N=C\c1ncccc1OCc1cccc(N)c1
45: N#CC(NC(N)=O)c1ccccc1 (stereo not given)
46: CC(C)C(C)C(N)C(=O)O (stereo not given)
47: CC1(C)Oc2cc3oc(=O)ccc3cc2C[C@@H]1OCCO
48: CC(C(=O)O)N1C(N)=NNC1c1ccccc1O (stereo not given)

assay / entry	41	42	43	44	45	46	47	48
OVCAR-5	95	108	87	76	82	114	114	108
UO-31	100	67	92	49	85	86	91	66
SK-OV-3	91	98	97	47	99	96	107	105
IGROV1	87	73	105	69	101	101	109	71
TK-10	99	112	93	80	94	95	104	148
786-0	99	67	96	54	89	93	100	104
SN12C	101	79	96	63	101	106	101	93
OVCAR-4	113	73	89	46	104	115	100	76

49: O=C1Nc2ccc(C(=O)O)c(O)c2C1=O
50: N#Cc1nc2c(S(=O)(=O)c3ccc(Cl)cc3)c(N)n(CCCN3CCOCC3)c2nc1C#N
51: O=C1C=CC(=O)N1c1ccccc1
52: Nc1cc(S(=O)(=O)O)ccc1Cl
53: O=S(=O)(c1ccc(Br)cc1)N(c1cccc(F)c1)C1CCN(Cc2ccc(F)cc2)CC1
54: CCOC(=O)C1=C(C(=O)c2cccc3ccccc23)C(c2cccc([N+](=O)[O-])c2)C(C(=O)c2cccc3ccccc23)=C(C(=O)OCC)N1
55: CCCC(CCC)C(=O)OCc1cn(-c2c3ccccc3nc3ccccc23)nn1
56: COc1c2c(cc3c1C(=O)N[C@@H]1[C@@H](O)[C@@H](O)[C@H](O)C[C@@H]31)OCCO2

assay / entry	49	50	51	52	53	54	55	56
OVCAR-5	95	91	96	/	113	108	93	105
UO-31	92	34	87	77	57	/	92	86
SK-OV-3	110	66	109	94	104	114	95	99
IGROV1	111	37	105	96	83	98	97	109
TK-10	107	85	105	99	94	123	101	96
786-0	109	52	94	98	62	101	94	97
SN12C	107	80	84	91	/	97	99	103
OVCAR-4	112	56	/	101	57	102	102	105

57: CCCCCC(=O)OC1CCCCC1C (stereo not given)
58: Oc1ccc(/C=N/Nc2nnc(N/N=C/c3ccc(O)cc3O)c3ccccc23)c(O)c1
59: COCCCNc1nc2ccccc2c2c(=O)c3cc(Cl)ccc3sc12
60: O=C1NC(c2ccccc2)=CC(c2ccc(Cl)cc2)N1c1ccccc1 (stereo not given)
61: O=C(NCc1ccccc1)C(c1ccc(Br)cc1)N(C(=O)CCc1ccccc1)C1CC1 (stereo not given)
62: S=C1c2ccccc2-c2ccccc21
63: CCOC(=O)C1=C(N)Oc2c(sc3c(CC)cccc23)C1c1ccc(Cl)cc1 (stereo not given)
64: COc1cccc(-c2nn(-c3ccccc3)cc2-c2ccnc(NCCCNC(=O)c3ccccc3)c2)c1

assay / entry	57	58	59	60	61	62	63	64
OVCAR-5	106	1.2*	92	101	95	97	105	93
UO-31	97	0.0*	68	68	49	72	80	39
SK-OV-3	113	-15*	92	91	91	89	87	42
IGROV1	/	-2.5*	86	99	68	104	75	67
TK-10	76	11	112	103	96	137	158	61
786-0	101	-3.8*	92	87	84	101	102	40
SN12C	109	-28*	88	83	/	92	95	67
OVCAR-4	103	-9.2*	86	68	86	98	97	43

# Whole records from above. Order of screens: OVCAR-5 | UO-31 | SK-OV-3 | IGROV1 | TK-10 | 786-0 | SN12C | OVCAR-4
# Cc1cc(C)c([I+]c2c(C)cc(C)cc2C)c(C)c1 in the list: -7.3* | -20* | -26* | -48* | 13 | -90* | -66* | -45*
# O=c1oc2ccccc2cc1-c1csc(N2N=C(c3ccc(Cl)cc3)CC2c2ccc(Cl)cc2)n1 (stereo not given) in the list: 97 | 80 | 106 | 103 | 124 | 101 | 102 | 92
# COc1ccc(C#Cc2cccc(C#CCCCCN3CCCCC3=O)c2)cc1 in the list: 84 | 72 | 107 | 85 | 180 | 100 | 92 | 97
# CC(C)C(C)C(N)C(=O)O (stereo not given) in the list: 114 | 86 | 96 | 101 | 95 | 93 | 106 | 115
# COc1c(CNC(=O)CCl)cc2[nH]c(C)cc2c1CNC(=O)CCl in the list: 97 | 61 | 70 | 34 | 74 | 68 | 54 | 45

# (list continues)
65: NS(=O)(=O)c1ccc(-c2cc(-c3nnc(SCC(=O)c4ccccc4)n3-c3ccccc3)c3ccccc3n2)cc1
66: CSC1=Nc2c(c(C)c(-c3ccccc3)n2CCCN2CCN(C)CC2)C2=NC(=O)CN12
67: C=C(C)[C@@H]1CC[C@]2(COCCCNCCC#N)CC[C@]3(C)[C@H](CC[C@@H]4[C@@]5(C)CC[C@H](OCCC#N)C(C)(C)[C@@H]5CC[C@]43C)[C@@H]12
68: CCOc1nc(Cl)nc2nc(Cl)[nH]c12
69: CSc1nc(NCCN2CCOCC2)c(C#N)c(-c2cccc(N)c2)n1
70: c1ccc2c(c1)ccc1c2ccc2c3ccccc3ccc21
71: C/C(=N/O)C(=O)NCCCCCCC(=O)Nc1ccccc1
72: Clc1cccc(N=C2CCCCC2)c1
73: CC(=O)Nc1ccc(CCCCc2ccccc2)cc1

assay / entry	65	66	67	68	69	70	71	72	73
OVCAR-5	103	99	113	/	102	106	104	102	119
UO-31	83	78	93	86	72	70	82	70	25
SK-OV-3	118	96	126	118	99	96	106	91	117
IGROV1	98	92	111	105	97	72	97	/	83
TK-10	99	127	118	101	131	167	91	99	106
786-0	78	98	103	104	101	98	93	108	80
SN12C	94	96	99	105	93	91	96	98	72
OVCAR-4	104	89	97	107	110	106	110	110	73

# Screening results from PubChem.
